CR mimetic SO = caloric restriction mimetics inhibiting age-related superoxide in yeast; S. cerevisiae aged cells, superoxide DHE fluorescence; active compounds read low; superoxide response (% of plate mean), % at 10 µM; 330,000 compounds, 0.18% hits; AID 2690;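 active = superoxide response under a set limit, about three screen SD below normal, cut at about 65% in these data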;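 also: yeast aged for seven days with compound at 30 °C before DHE staining; 100% = average MFI of all compound-treated wells on the plate with controls excluded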
MEP2-GFP yeast = yeast TOR pathway MEP2-GFP modulation | GFP response vs DMSO, % at 10 µM | 330,000 compounds, 0.51% hits | S. cerevisiae MEP2-GFP strain, flow cytometry GFP, 3 h; 100% = DMSO control level | AID 2016;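 active = GFP response versus DMSO above a set limit, roughly screen mean plus 3 SD, cut at about 180% in these data; inconclusive = fewer than 70 cells counted for a yeast strain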;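 also: median GFP fluorescence of the barcode-gated MEP2-GFP cells per well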
LAP4 TOR yeast = yeast TOR pathway LAP4-GFP modulation; S. cerevisiae LAP4-GFP multiplex, flow cytometry GFP, 3 h; median GFP as percent of DMSO wells; GFP response vs DMSO, % at 10 µM; 320,000 compounds, 0.34% hits; AID 2023;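 active = GFP response vs DMSO above a set limit, about the screen mean plus 3 SD, cut at about 150% in these data; inconclusive = under 70 cell events counted for the yeast strain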
VLA-4 inh = inhibition in a human VLA-4 binding assay | P13612 | VLA-4 expressing cells, ligand binding flow cytometry | inhibition, % (about 7 µM as worked out from the volumes in the protocol) | 330,000 compounds, 0.2% hits; in the data active = inhibition above about 50%
AGP1-GFP MLPCN = modulators of TOR pathway AGP1-GFP in S. cerevisiae; S. cerevisiae AGP1-GFP multiplex flow cytometry, 3 h; GFP as percent of DMSO wells; GFP response vs DMSO, % at 10 µM; 320,000 compounds, 0.02% hits;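 active = GFP response relative to DMSO above a set limit, near screen average plus 3 SD, cut at about 150% in these data; inconclusive = fewer than 70 cells counted for the yeast strain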;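 also: median GFP channel fluorescence of the gated AGP1 strain per well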
RPL19A TOR yeast = modulators of TOR pathway RPL19A-GFP in S. cerevisiae. percent response vs DMSO, % at 10 µM. S. cerevisiae RPL19A-GFP strain, flow cytometry, 3 h; active compounds read low. 330,000 compounds, 0.3% hits;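 active = percent response vs DMSO below 50%; inconclusive = fewer than 70 events counted for the yeast strain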;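 also: median channel GFP fluorescence of the barcoded RPL19A-GFP strain; ratio of sample median GFP to plate DMSO average so 100% = DMSO; lower means less RPL19A-GFP as with rapamycin TOR inhibition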
CIT2-GFP yeast = modulators of TOR pathway CIT2-GFP in S. cerevisiae. S. cerevisiae CIT2-GFP strain, flow cytometry, 3 h; 100 means same as DMSO wells. GFP response vs DMSO, % at 10 µM. AID 2029. 320,000 compounds, 0.065% hits;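 active = GFP response relative to DMSO above a set limit, near the screen mean plus 3 SD, cut at about 150% in these data; inconclusive = Fewer than 70 cells measured for a yeast strain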;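 also: ratio of well median GFP fluorescence to mean of DMSO wells on the plate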
GRK2 inh = inhibitors of human GRK2 displacing RNA aptamer | bead flow cytometry, FAM-aptamer displacement from GRK2 | 330,000 compounds, 0.59% hits | inhibition of aptamer binding, % at 10 µM;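 active = inhibition of aptamer binding above 40%, roughly 3 SD of noise, on plates passing a quality check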;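 also: median bead fluorescence of bound FAM aptamer so fluorescent compounds give negative values; no value below 0 was filed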
Target sequence (P25098 whole entry, looked up): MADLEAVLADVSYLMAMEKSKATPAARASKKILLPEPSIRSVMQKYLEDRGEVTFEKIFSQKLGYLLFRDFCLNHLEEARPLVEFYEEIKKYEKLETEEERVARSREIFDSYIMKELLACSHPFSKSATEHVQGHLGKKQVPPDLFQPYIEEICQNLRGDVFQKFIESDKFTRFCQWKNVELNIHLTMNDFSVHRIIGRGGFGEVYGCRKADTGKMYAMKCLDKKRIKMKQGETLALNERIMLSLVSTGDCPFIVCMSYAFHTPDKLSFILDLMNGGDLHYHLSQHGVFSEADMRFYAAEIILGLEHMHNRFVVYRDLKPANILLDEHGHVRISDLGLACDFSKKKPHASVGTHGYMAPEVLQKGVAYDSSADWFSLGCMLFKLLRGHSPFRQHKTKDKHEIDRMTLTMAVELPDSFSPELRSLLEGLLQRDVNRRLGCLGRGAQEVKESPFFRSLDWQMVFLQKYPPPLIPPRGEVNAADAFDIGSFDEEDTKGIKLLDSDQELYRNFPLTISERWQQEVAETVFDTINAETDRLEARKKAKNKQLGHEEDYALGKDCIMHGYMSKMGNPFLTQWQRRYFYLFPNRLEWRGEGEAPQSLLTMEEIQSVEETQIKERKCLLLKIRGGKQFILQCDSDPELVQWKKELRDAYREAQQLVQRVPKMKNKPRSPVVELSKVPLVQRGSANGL
* = called active by the depositor; i = inactive; ? = inconclusive; . = no result given; [ ] = dose if it differs, or a comment.

SMILES	CR mimetic SO	MEP2-GFP yeast	LAP4 TOR yeast	VLA-4 inh	AGP1-GFP MLPCN	RPL19A TOR yeast	CIT2-GFP yeast	GRK2 inh
CC(=O)c1c(C)[nH]c(C(=O)CN2C(=O)NC(C)(C)C2=O)c1C	111	104	103	15	113	109	103	3
CCN(CC)C(=O)CN(c1ccc(F)c(Cl)c1)S(C)(=O)=O	91	99	98	17	103	96	97	6
CN(CCOc1ccccc1)C(=O)c1ccc(OC2CCN(C(=O)C3CC3)CC2)cc1	96	99	116	1	106	102	94	1
COc1ccccc1C/C(N)=N/O	99	101	97	24	101	103	97	0
N#CCc1ccc(C(=O)c2ccccc2)s1	111	98	98	19	95	99	84	1
CCc1ccc(-c2cc(C)no2)cc1S(=O)(=O)N1CCCN(Cc2ccc(F)cc2)C1	89	109	98	2	100	97	106	0
CCCS(=O)(=O)N1CCC(C(=O)N2CCC(Cc3ccccc3)CC2)CC1	98	102	99	-1	100	103	105	3
Cc1ccc(C)c2nc3sc(C(=O)N4CCCc5ccccc54)c(N)c3cc12	98	91	89	i	93	93	99	2
Cc1ccc(S(=O)(=O)N2CCOCC2)cc1C(=O)NCc1cn2ccsc2n1	99	94	96	-25	98	95	99	2
O=C(O)Cn1nnc(-c2ccc(OCc3ccccc3)cc2)n1	107	105	95	9	100	98	102	1
Cc1ccc(SCC(=O)NCCN2C(=O)CSC2=O)cc1C	85	98	98	-5	108	105	123	2
CCOC(=O)c1c(C)[nH]c(C(=O)CN2C(=O)NC(CC)(c3ccccc3)C2=O)c1C (stereo not drawn)	108	111	108	-3	107	107	103	1
Cc1ccc(C(=O)NC2CCN(CC(=O)Nc3ccccc3Cl)CC2)cc1	99	104	102	-8	100	99	105	0
O=C(/C=C/Nc1ccccc1)C(F)(F)F	117	103	98	19	102	109	101	1
Cn1cnnc1SCC(=O)Nc1ccc(Cl)c(S(=O)(=O)N2CCOCC2)c1	110	105	97	-4	95	110	112	2
CCc1nnc(NC(=O)Cc2ccc(OCc3c(C)noc3C)cc2)s1	98	100	83	5	101	100	107	0
Cc1cccc(NC(=O)C2C(C(=O)O)C3C=CC2C32CC2)c1C (stereo not drawn)	127	106	101	1	102	.	97	0
O=C(CN1CCOCC1)Nc1ccc2c(c1)OC(F)(F)O2	91	103	86	24	98	100	101	0
COc1ccc(S(=O)(=O)c2snnc2C)cc1	94	100	111	2	108	96	113	1
O=C(Nc1ccccn1)c1ccc2nc(-c3ccccc3)c(-c3ccccc3)nc2c1	107	96	100	-5	97	94	99	4
Cc1ccc(OCCCN2CCOCC2)cc1	103	112	96	4	100	102	105	3
COc1ccccc1C(=O)Nc1ccnn1C1CCN(Cc2cnn(C)c2)CC1	92	103	94	-4	95	101	95	2
COc1cc(NC(=O)c2ccno2)cc(C(=O)Nc2cccc(C(F)(F)F)c2)c1	96	103	102	10	105	102	102	3
Cc1ccc(C2(c3noc(CN(C)Cc4ccccn4)n3)CCCC2)cc1	86	94	101	3	102	95	96	1
N#Cc1c(N)nc(SCC(=O)NC2CCCCC2)c(C#N)c1-c1ccc(Cl)cc1	113	99	86	19	93	94	93	0
O=[N+]([O-])c1ccc(N2CCCCC2)cc1N1CCOCC1	97	106	105	-20	101	104	105	1
COc1ccccc1CNC(=O)Cc1ccc(OC)c(OC)c1	100	112	102	19	101	103	102	0
CC(=O)Nc1nc(SCC(=O)Nc2nnc(C)s2)[nH]c(=O)c1NC(=O)c1cccs1	83	105	98	-6	101	102	97	8
Cc1cc(C(=O)CN2C(=O)NC(C)(CC(C)C)C2=O)c(C)n1-c1ccc2c(c1)OCO2 (stereo not drawn)	98	98	90	6	93	100	93	0
Cc1ccc(F)c(NC=C2C(=O)OC(C)(C)OC2=O)c1	114	109	110	5	108	100	106	1
COc1ccc2cc(/C=N/O)c(Cl)nc2c1	93	106	117	-9	114	94	103	4
Cc1c(NC(=O)C2CCN(S(=O)(=O)c3ccc(Cl)cc3)CC2)c(=O)n(-c2ccccc2)n1C	127	101	96	13	95	97	94	4
COc1ccccc1CNC(=O)CNC(=O)[C@@H]1Cc2ccccc2CN1	111	127[may fluoresce violet]	81[may fluoresce violet]	3	16[may fluoresce violet]	31*[may fluoresce violet]	?	1
CC1Oc2ccccc2N(CC(=O)NC2CCCC2)C1=O (stereo not drawn)	110	104	87	-2	92	100	97	0
C/C=C\C=C/C(=O)Nc1cccc(C2=NOC3(C2)C[C@@H](C(N)=O)N(C(=O)c2ccc(Cl)cc2)C3)c1 (stereo partly drawn)	104	91	112	0	95	105	98	0
COc1cccc(CC(=O)Nc2cccc3ccccc23)c1	92	103	92	-8	96	103	82	5
Cn1ccnc1SCC(=O)c1c[nH]c2ccccc12	89	102	96	-8	104	102	101	0
CNC(=O)CSc1nnc(-c2cc(C)cc(C)c2)o1	103	105	102	-1	90	96	92	0
CCOC(=O)c1ccc(NC(=O)C2CC(=O)N=C(N)S2)cc1 (stereo not drawn)	104	108	79	10	90	101	99	0
COc1cc(NC(=S)NC(=O)C(C)C)ccc1NC(=O)c1cc2ccccc2o1	109	101	106	-2	106	104	117	1
Cc1ccc(C#N)c(SCc2cccc(Br)c2)n1	109	106	136	-4	115	101	106	2
O=C(NC1CCCCC1)C(c1ccco1)N(C(=O)c1csnn1)c1cccc(Cl)c1 (stereo not drawn)	101	94	97	-9	101	98	98	0
Cc1ccnc(NS(=O)(=O)c2ccc(NC(=O)/C=C/c3ccccc3)cc2)n1	101	94	109	-36	95	100	111	0
CNC(=O)c1ccccc1S(=O)c1ccccc1C#N (stereo not drawn)	103	103	96	-5	106	97	97	0
Cc1ccc2[nH]c(C(=O)N3CCCC(Nc4ccc(F)cc4)C3)cc2c1 (stereo not drawn)	114	100	92	1	92	93	91	1
O=C(NCc1ccccn1)c1ccc2c(=O)n3nc(Nc4ccccc4)sc3nc2c1	99	107	98	6	108	108	102	0
CC1CCN(c2ccc3nnc(CCC(=O)N4CCN(c5ccc(F)cc5)CC4)n3n2)CC1	102	101	87	-2	93	96	98	4
COC(=O)CCCNC(=O)c1ccc(OS(=O)(=O)c2cc([N+](=O)[O-])ccc2C)cc1	95	117	113	6	113	106	116	2
COc1ccc(/C(N)=N/OC(=O)C2CCCCC2)cc1	95	96	85	9	69	102	114	0
CC(=O)N1CCN(c2ncnc3sc(-c4ccccc4)cc23)CC1	90	111	102	3	92	101	79	0
COc1ccc(C(=O)N2CCCc3ccccc32)cc1Br	94	97	89	0	109	101	105	2
O=C(NCCN1CCOCC1)c1cccc(Cl)c1	69	102	105	-4	104	103	105	0
CN(Cc1nc2ccccc2c(=O)[nH]1)Cc1cc(=O)oc2ccc3ccccc3c12	116	93	96	12	89	90	85	0
Cc1ccc(C)c(N2CCN(C(=O)Cn3c(=O)oc4cc(S(=O)(=O)N5CCCC5)ccc43)CC2)c1	114	102	102	10	104	103	102	0
Cc1ccc(CC(CC(=O)O)C(=O)NC2CCCCC2)cc1 (stereo not drawn)	80	102	96	-4	102	102	100	4
COc1ccc(OC)c(C(=O)N/N=C/c2ccccn2)c1	104	109	99	2	94	96	103	0
O=C(CN1CCN(S(=O)(=O)c2ccccc2)CC1)Nc1ccccc1C(=O)NC1CC1	99	100	91	-12	97	98	96	3
CCN(/N=C/c1ccccc1)c1cc(=O)n(C)c(=O)[nH]1	101	100	86	3	96	100	98	1
COC(=O)c1ccc(/C=C/C(=O)c2cccc(OC)c2)cc1	92	95	96	32	92	101	95	2
Oc1ccccc1-c1cc(C(F)(F)C(F)F)nc(-c2ccccc2)n1	120	165	149	-1	131	88	121	2

Part of the list above in another layout:
SMILES: Oc1ccccc1-c1cc(C(F)(F)C(F)F)nc(-c2ccccc2)n1
  CR mimetic SO: 120
  MEP2-GFP yeast: 165
  LAP4 TOR yeast: 149
  VLA-4 inh: -1
  AGP1-GFP MLPCN: 131
  RPL19A TOR yeast: 88
  CIT2-GFP yeast: 121
  GRK2 inh: 2
SMILES: COC(=O)CCCNC(=O)c1ccc(OS(=O)(=O)c2cc([N+](=O)[O-])ccc2C)cc1
  CR mimetic SO: 95
  MEP2-GFP yeast: 117
  LAP4 TOR yeast: 113
  VLA-4 inh: 6
  AGP1-GFP MLPCN: 113
  RPL19A TOR yeast: 106
  CIT2-GFP yeast: 116
  GRK2 inh: 2
SMILES: COc1ccc(C(=O)N2CCCc3ccccc32)cc1Br
  CR mimetic SO: 94
  MEP2-GFP yeast: 97
  LAP4 TOR yeast: 89
  VLA-4 inh: 0
  AGP1-GFP MLPCN: 109
  RPL19A TOR yeast: 101
  CIT2-GFP yeast: 105
  GRK2 inh: 2

Next entries follow:
SMILES	CR mimetic SO	MEP2-GFP yeast	LAP4 TOR yeast	VLA-4 inh	AGP1-GFP MLPCN	RPL19A TOR yeast	CIT2-GFP yeast	GRK2 inh
Cc1ccc(S(=O)(=O)N2CCCc3cc(NC(=O)c4c(F)cccc4F)ccc32)cc1	78	98	110	10	103	100	93	2
COc1ccc(CCNC(=O)c2n[nH]c(=O)c3ccccc23)cc1	105	112	111	21	106	104	109	0
CCC1Oc2ccccc2N(CC(=O)NCc2ccco2)C1=O (stereo not drawn)	98	?	?	2	?	?	?	4
COc1ccc(C(=O)N/C(=C/c2cccs2)C(=O)NCCCn2ccnc2)cc1OC	94	98	98	4	97	95	101	0
CCCC12CN3CC(C)(CN(C1)C31CCCCC1)C2=O	103	101	100	24	96	98	97	0
Cc1ccc(/C=C/C(=O)NCCc2cccc(Cl)c2)o1	79	89	141	4	81	102	96	0
CCOC(=O)c1[nH]c2ccc(F)cc2c1NC(=O)CCN1CCOCC1	97	148[may fluoresce violet]	79[may fluoresce violet]	5	15[may fluoresce violet]	63[may fluoresce violet]	?	0
O=S(=O)(Nc1cccc(S(=O)(=O)N2CCCC2)c1)c1ccc(Cl)cc1	114	103	98	7	100	98	106	5
Fc1ccc(C(c2nnnn2CCc2ccccc2)N2CCCc3ccccc32)cc1 (stereo not drawn)	90	86	.	-4	90	93	96	2
CSc1cccc(NC(=O)CCCn2c(=O)c3cccn3c3cccnc32)c1	100	106	110	8	102	101	97	3
O=C(CSc1nc2ccccc2s1)CSc1nc2ccccc2s1	107	112	102	4	111	101	98	0
COc1ccc(OC(C)C(=O)Nc2cccc([N+](=O)[O-])c2)cc1 (stereo not drawn)	115	98	91	-3	88	93	92	0
O=C(NCC(c1cccs1)N1CCOCC1)c1ccccc1NS(=O)(=O)c1cccc([N+](=O)[O-])c1 (stereo not drawn)	123	108	99	0	102	103	107	0
CC1(C)Cc2c(c(=S)nc(-c3ccccc3)n2CCO)CO1	90	102	99	3	107	98	110	3
CCOC(=O)C1(Cc2cccc(OC)c2)CCCN(Cc2c(C)nn(C(C)C)c2C)C1 (stereo not drawn)	101	98	109	6	102	99	95	1
Nc1ccc(S(=O)(=O)Nc2ccccn2)cc1	98	96	92	13	92	102	87	1
COc1cc(C(=O)Nc2ccc([N+](=O)[O-])cn2)cc(OC)c1OC	75	?	?	11	?	?	?	0
O=C(O)CC12CC3CC(C1)CC(n1cncn1)(C3)C2	102	105	102	4	100	100	99	1
Cc1ccc(S(=O)(=O)/C(C#N)=C/c2c(N3CCOCC3)nc3c(C)cccn3c2=O)cc1	105	117	110	7	71	78	101	3
COc1cc(CN(C2CCCCC2)S(=O)(=O)c2ccc(S(=O)(=O)N(C)C3CCCCC3)cc2)cc(OC)c1OC	95	109	118	4	105	90	96	6
COc1ccccc1C(=O)O/N=C1/CCCc2c1ccc(OC)c2[N+](=O)[O-]	129	107	105	0	111	105	107	0
C[C@H]1CN([C@@H](C)CO)C(=O)Cc2cc(NC(=O)CCC(F)(F)F)ccc2O[C@H]1CN(C)S(=O)(=O)c1ccc(Cl)cc1	86	103	102	-15	103	101	101	0
CC1(C(=O)NCc2ccc(F)cc2)Oc2ccccc2NC1=O (stereo not drawn)	118	98	101	16	103	99	106	0

Compound activity as filed in PubChem BioAssay.
